# Screening data as filed in PubChem.
# DNMT1 block = human DNMT1 methyltransferase inhibitors, primary screen, biochemical, molecular beacon, fluorescence, HinP1I cleavage, uHTS; DNA (cytosine-5)-methyltransferase 1 (Homo sapiens), P26358; inhibition (reported as % activation of signal), % at 10 µM; hit rate 0.83% among 360,000; in the data active = inhibition above about 50%
# MsrA inhibitor = bovine MsrA enzyme inhibitors, primary screen, biochemical, absorbance, HTS. purified bovine MsrA, absorbance read-out. inhibition, % at 15.5 µM. hit rate 0.75% among 360,000. AID 651718, 2012; in the data active = inhibition above about 4.5%;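 note: 0% = vehicle wells with enzyme and 100% = reference inhibitor wells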
# CendR NRP1 mod = modulators of CendR peptide binding to NRP-1, primary screen, biochemical, fluorescence polarization, uHTS. Neuropilin-1 (Homo sapiens), O14786. FAM-RPARPAR peptide binding to NRP-1. inhibition, % at 25 µM. hit rate 0.85% among 360,000. AID 602438, 2012;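 active = inhibition or corrected inhibition above about 18%, plus a signal ratio from 0.5 to 1.5, limit read from the data, passing the limit was not always enough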; note: strong numbers were not always called active
# STEP inh = STEP phosphatase inhibitors, primary screen, biochemical, fluorescence intensity, uHTS; inhibition, % at 20 µM; AID 588621, 2011; recombinant STEP, OMFP fluorogenic substrate; hit rate 0.25% among 360,000;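 active = inhibition at 20 µM, scaled per plate between control wells, above about 37%, limit read from the data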;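 note: 0% = DMSO with enzyme and substrate and 100% = substrate only without enzyme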
#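 System: STEP (striatal-enriched tyrosine phosphatase) enzyme, cell-free; medium: Bis-Tris pH 6.0 buffer with DTT, detergent; dosing: 20 µM, 1% DMSO; times: reaction 20 min, ambient temperature; detection: fluorescence, 480/540 nm; read-out basis: normalized % inhibition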
# SUMO1-SIM PPI = modulators of SUMO1 protein-protein interactions, primary screen, biochemical, uHTS | hit rate 0.33% among 360,000 | Small ubiquitin-related modifier 1 (Homo sapiens), P63165 | SUMO1 binding to a labelled peptide, TR-FRET, 1 h | inhibition, % at 20 µM; in the data active = inhibition above about 37%
# Target sequence (P63165 whole entry, looked up): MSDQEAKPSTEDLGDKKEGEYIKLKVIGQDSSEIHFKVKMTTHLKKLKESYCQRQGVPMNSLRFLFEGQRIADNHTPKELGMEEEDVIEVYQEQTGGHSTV
# Tb MetRS inh = T. brucei MetRS inhibitors, primary screen, biochemical, luminescence | inhibition, % at 11.9 µM | purified T. brucei MetRS, ATP depletion, Kinase-Glo luminescence | AID 624268, 2012 | methionyl-tRNA synthetase (Trypanosoma brucei brucei) | hit rate 0.4% among 360,000;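 active = inhibition above a per-plate cutoff of the control wells' mean inhibition plus 3 SD, cut at about 5.5% in these data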;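 note: 0% = DMSO wells median and 100% = median of wells with control inhibitor compound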
#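 assay system = parasite MetRS enzyme | timing = 15 min preincubation, 2 h reaction, all 25 °C | evaluation = percent inhibition relative to median high and low control wells | medium = HEPES buffer containing pyrophosphatase, BSA, spermine, DTT | compound = single dose, 11.9 µM final nominal, 0.9% final DMSO | detection = Kinase-Glo luminescence, ATP depletion format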
# eLon inh = inhibitors of E. coli Lon protease, primary screen, biochemical, fluorescence polarization; P0A9M0; hit rate 0.42% among 360,000; purified E. coli Lon protease; inhibition, % at 7.94 µM; AID 602123, 2011; in the data active = inhibition above about 13%, passing the limit was not always enough;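 note: 0% = enzyme with probe and DMSO and 100% = no enzyme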
# Target sequence (P0A9M0 whole entry, looked up): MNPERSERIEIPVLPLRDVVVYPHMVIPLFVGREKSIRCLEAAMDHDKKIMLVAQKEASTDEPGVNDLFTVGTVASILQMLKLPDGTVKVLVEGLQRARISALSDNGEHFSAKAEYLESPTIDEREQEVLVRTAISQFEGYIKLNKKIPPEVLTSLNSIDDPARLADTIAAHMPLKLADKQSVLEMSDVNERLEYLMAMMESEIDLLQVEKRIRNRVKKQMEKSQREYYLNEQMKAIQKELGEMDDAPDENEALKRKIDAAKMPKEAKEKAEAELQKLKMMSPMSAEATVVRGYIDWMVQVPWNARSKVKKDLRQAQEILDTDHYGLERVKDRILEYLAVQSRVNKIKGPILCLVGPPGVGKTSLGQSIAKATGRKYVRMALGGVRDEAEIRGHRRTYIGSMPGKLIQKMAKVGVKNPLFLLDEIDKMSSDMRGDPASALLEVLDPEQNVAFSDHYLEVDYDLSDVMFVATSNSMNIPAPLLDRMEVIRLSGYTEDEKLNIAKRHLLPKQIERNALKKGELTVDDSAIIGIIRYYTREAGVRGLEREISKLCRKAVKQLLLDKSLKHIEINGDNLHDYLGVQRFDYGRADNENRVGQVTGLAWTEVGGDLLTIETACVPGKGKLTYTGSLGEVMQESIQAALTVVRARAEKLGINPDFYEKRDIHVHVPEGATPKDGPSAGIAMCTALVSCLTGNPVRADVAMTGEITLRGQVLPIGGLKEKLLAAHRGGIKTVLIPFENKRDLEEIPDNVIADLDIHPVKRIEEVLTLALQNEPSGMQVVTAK
# Scp1 inh = Scp-1 phosphatase inhibitors, primary screen, biochemical, colorimetric, uHTS; Carboxy-terminal domain RNA polymerase II polypeptide A small phosphatase 1 (Homo …; Recombinant Scp1, phosphopeptide, malachite green phosphate absorbance; inhibition, % at 20 µM; hit rate 0.88% among 340,000;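 active = inhibition above about 50% at 20 µM, limit read from the data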;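 note: plate controls were DMSO wells with enzyme for no effect and wells lacking enzyme for full effect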
#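 Test system: SCP-1 phosphatase catalytic domain, residues 76-261 | Compound dosing: One concentration, 20 µM, with 1.0% DMSO | Schedule: 45 min room-temperature reaction, 5 min colour, 30 min stabiliser | Detection: Absorbance at 630 nm | Read-out basis: % inhibition of SCP-1 phosphate liberation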
# LMPTP inh = LMPTP phosphatase inhibitors, primary screen, biochemical, fluorescence intensity, uHTS; recombinant LMPTP-A, OMFP fluorogenic substrate; inhibition, % at 20 µM; hit rate 0.22% among 360,000; AID 651560, 2012;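 active = compounds that cut the enzyme signal by at least half of the control window in the single-dose screen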;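 note: plate controls were DMSO wells with enzyme plus substrate for no effect and substrate without enzyme for full effect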
# Target sequence (P24666 whole entry, looked up): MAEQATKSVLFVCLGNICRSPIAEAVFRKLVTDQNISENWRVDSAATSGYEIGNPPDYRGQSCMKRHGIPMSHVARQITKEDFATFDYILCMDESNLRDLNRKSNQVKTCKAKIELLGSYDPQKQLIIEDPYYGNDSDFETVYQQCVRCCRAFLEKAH
#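 Test system: LMPTP-A, protein tyrosine phosphatase of low molecular weight; Input: 0.625 nM enzyme; Incubation: 50 min dark incubation at room temperature; Signal: endpoint fluorescence intensity from OMFP dephosphorylation; Read-out basis: % inhibition versus control wells.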
# bovine MsrA act = bovine MsrA enzyme activators, primary screen, biochemical, absorbance, HTS; Methionine sulfoxide reductase A (Bos taurus); purified bovine MsrA, absorbance read-out; activation, % at 10.6 µM; hit rate 0.3% among 360,000; in the data active = activation above about 7.5%;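 note: 0% = vehicle and 100% = reference activator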
# An asterisk follows results filed as active; nt = no result given.
SMILES,DNMT1 block,MsrA inhibitor,CendR NRP1 mod,STEP inh,SUMO1-SIM PPI,Tb MetRS inh,eLon inh,Scp1 inh,LMPTP inh,bovine MsrA act
COc1ccc(-c2cc(C(=O)N(C)CC(=O)Nc3cccc(F)c3)c3ccccc3n2)cc1,-5.2,1.6,-9.0,-3.0,-16.2,-0.4,6.0,-0.1,2.3,-1.4
Cc1cccc(C)c1OCc1nnc(SCC(=O)Nc2ccc(N3CCOCC3)cc2)o1,2.6,-0.5,10.1,-0.8,0.5,-0.5,-1.9,1.8,-1.0,0.7
COc1ccccc1NC(=O)Nc1ccc(-n2ccc(C(F)(F)F)n2)cc1,-7.4,-0.6,-1.2,0.0,5.6,-0.1,1.4,-6.6,3.7,0.1
CCCNC(=O)C(Cc1cccc(Cl)c1)NC(=O)c1ccccc1 (stereo not drawn),2.6,1.1,-1.0,0.1,4.6,-0.4,-6.8,-5.0,-0.1,-6.2
N#CC1=CN(Cc2ccccc2)C=C(/C=N/Nc2ccccc2)C1,-9.1,0.1,-38.0,-2.4,-12.9,-0.4,-17.8,-6.5,1.9,-0.1
Cc1cccc(NC(=O)CN2CCc3cc4c(cc3C2C)OCCCO4)c1 (stereo not drawn),-1.2,0.1,16.6,-4.3,-3.3,-0.1,4.7,-5.2,-0.3,-7.0
CCC(=O)Nc1ccc(S(=O)(=O)N2CCN(c3ccc(F)cc3)CC2)cc1,-1.5,1.5,-8.3,-4.5,-3.5,-1.1,-7.9,-2.0,1.7,-4.8
CCOC(=O)N1C2=NC(C(=O)OC)=C(C(=O)OC)[C@@H]3Nc4ccccc4[C@]23C[C@H]1C(=O)OC,3.4,0.1,13.3,-3.3,-3.7,-0.2,-4.3,-5.2,-1.1,-4.4
COC(=O)c1ccc(/C(O)=C(\C#N)c2nc3ccccc3s2)cc1,12.4,0.9,-0.4,0.4,-10.2,-2.5,-17.4,1.5,0.4,-12.7
CCC1(c2ccc(F)cc2)NC(=O)N(CC(=O)N(CCC#N)c2ccccc2)C1=O (stereo not drawn),2.2,1.3,0.3,-2.9,2.1,1.8,-5.2,-7.9,0.1,5.2
COc1ccc(C(=O)COC(=O)c2ccn(C)n2)cc1,1.7,-0.5,9.9,1.3,3.9,-0.8,2.5,-2.0,0.4,1.9
Cc1ccc(C)c(NC(=S)N/N=C2/CCCCc3ccccc32)c1,-10.9,2.0,-6.2,-3.6,3.1,0.2,8.7,-5.7,2.0,-1.8
O=C(Nc1ccc2c(c1)OCO2)C1CCN(C(=O)c2ccc(Br)cc2)CC1,-4.0,-0.8,4.0,-4.7,-3.1,-0.5,-4.2,-4.6,0.8,-3.7
COc1cccc(C2c3[nH]c4ccccc4c3C[C@H]3C(=O)N(c4ccccc4C(=O)NCCCN4CCOCC4)C(=O)N23)c1 (stereo partly drawn),-6.3,-0.3,8.1,5.6,4.4,1.3,0.7,-1.3,-2.3,-0.9
COc1ccc(OC)c(C2CC(=O)NC(SC)=C2C#N)c1 (stereo not drawn),-2.1,0.0,-5.6,-2.4,5.8,-0.3,0.7,-6.6,0.6,2.1
CSc1sc(C(=O)NNC(C)=O)c2c1C1(CCC2)SCCS1,3.4,1.9,-8.3,-3.0,-3.9,-0.3,9.4,-5.0,0.7,-12.4
COc1ccc(N(CC(=O)NCc2ccccc2C)S(=O)(=O)c2ccccc2[N+](=O)[O-])c(OC)c1,-0.6,-1.0,-3.7,-0.6,-2.5,-1.1,-3.5,3.4,1.9,-12.8
Cc1c(Br)c([N+](=O)[O-])nn1C(C)C(=O)Nc1ccc2c(c1)OCO2 (stereo not drawn),-11.8,-0.7,-3.4,4.3,-7.0,-0.3,-2.2,-9.8,-0.7,-7.9
CCCC(=O)N1CCCC(C(=O)c2ccc(OC)c(OC)c2)C1 (stereo not drawn),1.8,-0.1,-2.6,-4.0,-0.4,-0.3,-2.2,-8.6,0.1,-3.5
CCOC(=O)c1c(C)n(C)c2ccc(OC(C)C(=O)OC)cc12 (stereo not drawn),-2.8,-0.1,-5.8,2.4,1.5,-0.9,0.0,-4.8,-0.5,-11.8
CC(OC(=O)c1ccc2c(=O)n3c(nc2c1)CCC3)C(=O)Nc1ccc(C(N)=O)cc1 (stereo not drawn),3.9,0.2,17.3,2.3,-2.0,-0.3,-7.1,-9.7,-1.6,-3.4
COc1ccc(-c2nnc(-c3cccs3)o2)cc1OC,-2.5,5.3*,-11.8,1.8,-6.4,-1.3,-3.4,-7.8,0.0,-8.2
CC(CCc1ccccc1)NC(=O)c1ccc(C(=O)NC(C)CCc2ccccc2)cc1 (stereo not drawn),11.8,0.3,-9.3,-1.7,-3.6,0.0,-3.8,-4.8,-4.1,-7.0
CCCCC(=O)Nc1ccc2c(c1)oc1ccccc12,-2.8,0.9,-6.6,-2.2,-1.3,-0.1,7.3,-7.8,0.7,0.2
CCc1ccc(S(=O)(=O)/N=C2\C=C(NS(=O)(=O)c3ccccc3)C(=O)c3ccccc32)cc1,-13.9,1.2,15.9,1.2,-3.1,-0.1,9.0,-3.7,1.6,-12.2
CN(CC(=O)Nc1cccc(F)c1)C(=O)CCC1CCCCC1,1.4,0.4,4.1,0.9,5.5,-0.4,-12.0,-0.6,1.6,-5.3
O=C(CCC(=O)N1CCc2ccccc2C1)N1CCN(S(=O)(=O)c2ccccc2)CC1,-9.3,0.8,6.6,-0.2,-0.2,-0.9,-2.6,-10.3,1.0,-3.8
O=c1c2ccccc2n(CC(O)CN2CCOCC2)c2ccccc12 (stereo not drawn),3.7,0.5,-5.9,-0.2,-11.3,-0.4,-1.8,-2.8,-1.4,-3.1
CCc1ccc(NC(=O)COC(=O)c2nc3nc(C)cc(C)n3n2)cc1,2.9,-0.3,7.3,-3.4,-4.6,-0.3,0.5,-4.6,-1.3,-6.3
COc1cc(NC(=O)c2ccccc2)cc(OC)c1,3.5,-1.3,-1.2,-3.6,-3.5,-0.3,1.8,-8.5,-0.2,-1.2
CNC(=S)NNC(=O)c1c(C)nc2cc(C)ccn12,-0.6,0.6,6.6,-1.1,5.1,-0.6,0.3,-2.6,-1.5,-2.0
O=C1OC(c2ccccc2)Cc2cc(C(=O)N3CCN(c4ccc(F)cc4)CC3)ccc21 (stereo not drawn),-2.0,0.3,2.3,2.6,1.6,-0.4,1.5,-0.1,0.2,0.2
COc1cccc2cc(C(=O)OCC(=O)N3CC(C)OC(C)C3)c(=O)oc12 (stereo not drawn),0.6,1.5,7.3,-1.0,-37.0,-0.2,-3.1,-7.7,-2.4,-2.6
Cc1cc(C)c(S(=O)(=O)Cc2ccccc2)c(=O)[nH]1,1.4,-1.2,0.8,-3.1,2.7,-1.6,-10.2,7.3,1.7,-13.1
CCN(Cc1ccncc1)C(=O)c1cc(COc2ccc(F)cc2F)on1,3.8,0.0,43.3*,1.6,-2.1,-0.4,6.3,-3.1,-0.4,-3.3
COc1ccc(-n2cnnc2SCC(=O)NC2CCS(=O)(=O)C2)cc1 (stereo not drawn),1.0,0.0,10.1,-0.4,0.8,-0.2,-8.3,-8.2,-1.1,-0.9

# In another format: entries from further up.
> CNC(=S)NNC(=O)c1c(C)nc2cc(C)ccn12
  DNMT1 block: -0.6	MsrA inhibitor: 0.6	CendR NRP1 mod: 6.6	STEP inh: -1.1	SUMO1-SIM PPI: 5.1	Tb MetRS inh: -0.6	eLon inh: 0.3	Scp1 inh: -2.6	LMPTP inh: -1.5	bovine MsrA act: -2.0
> O=C1OC(c2ccccc2)Cc2cc(C(=O)N3CCN(c4ccc(F)cc4)CC3)ccc21 (stereo not drawn)
  DNMT1 block: -2.0	MsrA inhibitor: 0.3	CendR NRP1 mod: 2.3	STEP inh: 2.6	SUMO1-SIM PPI: 1.6	Tb MetRS inh: -0.4	eLon inh: 1.5	Scp1 inh: -0.1	LMPTP inh: 0.2	bovine MsrA act: 0.2
> COc1cccc2cc(C(=O)OCC(=O)N3CC(C)OC(C)C3)c(=O)oc12 (stereo not drawn)
  DNMT1 block: 0.6	MsrA inhibitor: 1.5	CendR NRP1 mod: 7.3	STEP inh: -1.0	SUMO1-SIM PPI: -37.0	Tb MetRS inh: -0.2	eLon inh: -3.1	Scp1 inh: -7.7	LMPTP inh: -2.4	bovine MsrA act: -2.6
> Cc1cc(C)c(S(=O)(=O)Cc2ccccc2)c(=O)[nH]1
  DNMT1 block: 1.4	MsrA inhibitor: -1.2	CendR NRP1 mod: 0.8	STEP inh: -3.1	SUMO1-SIM PPI: 2.7	Tb MetRS inh: -1.6	eLon inh: -10.2	Scp1 inh: 7.3	LMPTP inh: 1.7	bovine MsrA act: -13.1

# Additional entries follow.
SMILES,DNMT1 block,MsrA inhibitor,CendR NRP1 mod,STEP inh,SUMO1-SIM PPI,Tb MetRS inh,eLon inh,Scp1 inh,LMPTP inh,bovine MsrA act
CCCC1CC(C)(/C(C)=N\NC(N)=S)OC1=O (stereo not drawn),-0.4,-0.6,10.7,-2.6,-0.3,-0.3,-2.5,0.2,-0.1,-0.6
Cc1ccc(S(=O)(=O)NCCCCCC(=O)Nc2ccccc2C)cc1,15.0,0.2,3.3,1.5,-0.4,-0.5,-12.3,-5.7,0.1,-1.2
Cc1cc(N)n2nc(C)c(-c3ccccc3)c2n1,-15.2,0.3,-6.5,-0.6,2.8,-0.9,12.6,-8.1,3.1,0.7
O=[N+]([O-])c1ccc(N=Nc2c(Cl)cc(O)cc2Cl)cc1,-2.1,1.4,13.4,-1.7,-38.4,-2.1,26.2,-15.2,2.9,-10.1
CCCCN(C(=O)C1CC(=O)N(Cc2ccc(C)cc2)C1)c1c(N)n(CC(C)C)c(=O)[nH]c1=O (stereo not drawn),0.3,-1.4,7.3,-1.7,-0.6,-0.1,-6.1,-7.2,-0.5,-2.5
COc1ccccc1Nc1ncnc2sccc12,-1.5,-0.5,-21.8,-1.6,0.3,-1.4,-12.1,-3.7,1.4,-5.6
COc1ccccc1NC1C=CS(=O)(=O)C1 (stereo not drawn),2.7,0.3,1.2,-0.6,-3.2,-0.2,-0.3,-8.0,0.0,-2.9
COc1cc(/C=N/NC(=S)NC2CC3CC2C2C=CCC32)ccc1O (stereo not drawn),2.2,0.9,-1.4,-2.5,3.9,-0.8,10.9,-7.2,2.6,-3.4
Cc1ccc(NC(=O)Cn2nnc(C(=O)NCCc3ccccc3)c2N)c(C)c1,53.3*,nt,-18.8,-2.0,3.2,-0.8,-2.0,17.9,40.6,-8.8
O=C(Nc1ccccc1C(=O)O)C1=NN=CC1,1.7,1.5,5.4,1.3,8.9,0.4,-1.2,3.6,-2.6,-1.5
